Screening data from PubChem BioAssay.
OXTR potentiator – human OXTR potentiators, primary screen, fluorescence, CHO-OTR cells, Fluo-8 calcium | Oxytocin receptor (Homo sapiens), P30559 | Fluo-8 calcium fluorescence, potentiator mode; 0% = oxytocin EC15, 100% = EC100 | activation, % at 3 µM | 320,000 tested, 0.061% active | AID 2445, 2010;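 active = activation above that plate's cutoff, the mean activation of tested compounds plus 3 SD, cut at about 6.6% in these data, passing the limit was not always enough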;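 note: 100% uses oxytocin at 75 nM as the full agonist control; some results filed as inactive read as strong as hits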
Target sequence (P30559 whole entry, looked up): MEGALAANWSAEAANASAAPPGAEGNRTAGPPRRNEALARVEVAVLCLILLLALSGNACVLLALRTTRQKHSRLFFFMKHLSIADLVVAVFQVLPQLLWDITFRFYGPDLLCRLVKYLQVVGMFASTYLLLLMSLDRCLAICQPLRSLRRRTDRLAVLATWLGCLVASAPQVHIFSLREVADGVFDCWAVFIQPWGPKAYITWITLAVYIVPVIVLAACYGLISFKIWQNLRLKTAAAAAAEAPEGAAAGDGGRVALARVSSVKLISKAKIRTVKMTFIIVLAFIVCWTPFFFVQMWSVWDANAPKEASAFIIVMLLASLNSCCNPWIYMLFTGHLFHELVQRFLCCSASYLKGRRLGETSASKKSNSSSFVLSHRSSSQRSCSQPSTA
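Dosing: Single dose, 3.0 µM nominal final compound concentration | Material: Human OTR in CHO cells | Technique: Kinetic Fluo-8 calcium fluorescence | Benchmarks: EC15 oxytocin alone as 0%, 75 nM oxytocin as 100% | Probe or stimulus: Oxytocin at about EC15, sub-maximal agonist stimulus | Incubation: Compound 6 min at room temperature before oxytocin, 100 s read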
MEKK2mut PB1 HTS – MEK5 binding signal on mutant MEKK2 PB1, primary screen, biochemical, multiplex bead flow cytometry, Alexa488-MEK5; Alexa488-MEK5 binding to MEKK2 mutant; percent response, % at 10 µM; 290,000 tested, 0.35% active; AID 1530, 2009; in the data active = percent response above about 24%, passing the limit was not always enough; note: inactives centre near 1; some results filed as inactive read as strong as hits
MEKK2 WT-MEK5 – modulators of MEK5 binding to wildtype MEKK2, primary screen, biochemical, multiplex bead flow cytometry, Alexa488-MEK5 | Mitogen-activated protein kinase kinase kinase 2 (Homo sapiens), Q9Y2U5 | Alexa488-MEK5 binding to MEKK2 WT; actives lie on both sides | binding response (% of control), % at 10 µM | 290,000 tested, 1.1% active | AID 1531, 2009; in the data active = binding response below about 67% or above about 130%
NALP1 yeast inh – NALP1 inflammasome inhibitors in reconstituted yeast, colorimetric, S. cerevisiae, triplicate retest | S. cerevisiae NALP1/ASC/caspase-1 growth, X-gal OD620, 72 h | inhibition, % at 10 µM | 280,000 tested, 0.61% active; in the data active = inhibition mostly above about 24%, no sharp cut-off; inactive = mostly below about 32%; note: some compounds called inactive have numbers as strong as hits
V1aR counter – agonists of human V1a receptor, primary screen, counter-screen for OXTR agonist project, fluorescence, CHO-V1R cells; Vasopressin V1a receptor (Homo sapiens), P37288; Fluo-8 calcium fluorescence, agonist mode; 0% DMSO, 100% 3 nM vasopressin; activation, % at 3 µM; 320,000 tested, 0.25% active; AID 2797, 2010;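 active = activation above the mean activation of all tested compounds plus 3 SD, per screening run, cut at about 20% in these data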;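 note: signal is peak over basal fluorescence ratio across a 100 second FLIPR read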
GPR7 antag – GPR7 receptor antagonists, primary screen, cell-based, fluorescence, single concentration | GPR7-expressing cells, fluorescence antagonist assay | 290,000 tested, 1.1% active | AID 1861, 2009 | Neuropeptides B/W receptor type 1 (Homo sapiens), P48145 | inhibition, % at 4.4 µM; in the data active = inhibition above about 16%, passing the limit was not always enough;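 note: cells stimulated with the agonist NPW; 0% = agonist with vehicle and 100% = vehicle without agonist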
Target sequence (P48145 whole entry, looked up): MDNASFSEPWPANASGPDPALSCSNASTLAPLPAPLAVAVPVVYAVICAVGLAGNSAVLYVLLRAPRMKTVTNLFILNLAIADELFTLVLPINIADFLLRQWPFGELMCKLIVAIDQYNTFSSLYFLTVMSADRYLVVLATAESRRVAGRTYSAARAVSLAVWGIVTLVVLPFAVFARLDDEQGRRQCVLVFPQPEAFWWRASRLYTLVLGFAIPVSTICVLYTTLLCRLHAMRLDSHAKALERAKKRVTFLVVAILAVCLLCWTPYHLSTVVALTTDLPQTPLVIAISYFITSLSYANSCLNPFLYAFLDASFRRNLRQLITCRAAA
PfM18AAP inh – PfM18AAP inhibitors, malaria aminopeptidase, primary screen, biochemical, QFRET, recombinant enzyme. M18 aspartyl aminopeptidase (Plasmodium falciparum 3D7). H-Glu-NHMec fluorogenic cleavage. inhibition, % at 7.35 µM. 290,000 tested, 1.2% active. AID 1822, 2009;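 active = inhibition above the campaign mean inhibition over all tested compounds plus 3 SD, cut at about 28% in these data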;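 note: 0% = plate median of test compound wells and 100% = 2 mM ZnCl2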
OXTR agonist – human OXTR agonists, primary screen, fluorescence, CHO-OTR cells, Fluo-8 calcium. Oxytocin receptor (Homo sapiens), P30559. Fluo-8 calcium fluorescence; normalized: DMSO 0%, oxytocin 100%. activation, % at 3 µM. 320,000 tested, 0.32% active. AID 2435, 2010;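 active = activation above the mean of all tested compounds plus 3 SD, cutoff set per screening run, cut at about 20% in these data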;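 note: peak over basal fluorescence ratio from a 100 s FLIPR kinetic read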
GalR3 antagonist – GalR3 antagonists in HEK293 cells, primary screen, cell-based, fluorescence readout; HEK293 GalR3-CNG cAMP membrane potential fluorescence; galR3 body fused to GalR1 C-terminus; inhibition, % at 3 µM; 360,000 tested, 0.44% active; AID 651719, 2012;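 active = inhibition above the screen-wide average plus 3 SD, cut at about 13% in these data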;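 note: forskolin and galanin both at EC90 stimulate the cells; cAMP rise reported by CNG channel membrane potential dye signal; 0% = forskolin plus galanin with DMSO and 100% = forskolin alone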
Target sequence (O60755 1-299 limits assumed): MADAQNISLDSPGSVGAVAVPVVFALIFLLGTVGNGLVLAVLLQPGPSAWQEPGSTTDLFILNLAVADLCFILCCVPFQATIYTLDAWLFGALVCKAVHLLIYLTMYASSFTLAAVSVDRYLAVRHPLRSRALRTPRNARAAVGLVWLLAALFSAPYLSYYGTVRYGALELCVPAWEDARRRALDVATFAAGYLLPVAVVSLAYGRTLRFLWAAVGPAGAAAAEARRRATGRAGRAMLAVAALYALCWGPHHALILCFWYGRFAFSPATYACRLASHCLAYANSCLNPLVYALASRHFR
Active calls of the source: *; nt = no result given.

SMILES | OXTR potentiator | MEKK2mut PB1 HTS | MEKK2 WT-MEK5 | NALP1 yeast inh | V1aR counter | GPR7 antag | PfM18AAP inh | OXTR agonist | GalR3 antagonist
COc1c(C)c2c(c(O)c1C/C=C(\C)CCC(=O)O)C(=O)OC2 | -2 | 4 | 112 | nt | 0.3 | nt | nt | 0.3 | 2
O=C(NCCOc1ccccc1)c1ccccc1NC(=O)C1CCCO1 (stereo not drawn) | 3 | 5 | 100 | -7 | 0.3 | 7 | -5 | 0.0 | -2
CCC(C)(C)NC(=O)C(c1ccc(C)cc1)N(CC1CCCO1)C(=O)CNC(=O)c1cccs1 (stereo not drawn) | -10 | -9 | 86 | 32 | -0.3 | -12 | 0 | -1.4 | -10
Cc1cc(C)cc(NC(=S)NCc2ccc(F)cc2)c1 | -5 | -2 | 88 | 20 | 1.4 | -4 | 10 | 0.2 | -8
O=C(CCc1ccccc1)NC1(Cc2ccccc2)CCN(CCCc2ccccc2)C1=O (stereo not drawn) | 1 | nt | nt | nt | -1.2 | nt | nt | -0.5 | -6
O=C(COC(=O)c1ccc(Cl)c([N+](=O)[O-])c1)Nc1ccccc1OC(F)F | -8 | -2 | 97 | 10 | 3.1 | 7 | -6 | 0.2 | -6
Cc1c(C(=O)NC(C)CN2CCCCC2)oc2ccccc12 (stereo not drawn) | 2 | 2 | 113 | nt | 0.4 | -3 | 4 | 0.7 | -5
O=C(CCCc1ccccc1)NCCS(=O)(=O)N1CCN(c2ccc(F)cc2)CC1 | -8 | nt | nt | nt | 5.7 | nt | nt | 2.0 | -4
COc1ccc(/C=C2\C(=N)N3N=C(CC(=O)N4CCOCC4)SC3=NC2=O)cc1 | -1 | -2 | 98 | 18 | 0.6 | 9 | -1 | 0.4 | -8
COc1ccc(-c2nc3c(c4nnc(SC(C)C(=O)Nc5ccccc5)n24)COC(C)(C)C3)cc1 (stereo not drawn) | -5 | 0 | 97 | 20 | 0.0 | 0 | 2 | 0.8 | 5
CSc1nc2c(cc1C#N)CCCCC2 | 1 | 0 | 95 | 26 | -1.0 | -7 | 5 | -2.0 | 0
Nc1nnc(-c2cccc([N+](=O)[O-])c2)s1 | -1 | -11 | 88 | 0 | 3.5 | -6 | 7 | 0.1 | 0
CCCCCc1c(O)nc(SCCN(CC)CC)[nH]c1=O | -3 | 0 | 107 | 10 | -0.3 | -6 | 0 | 0.4 | -9
Cc1ccc(-c2nc(=S)c3c(n2Cc2ccco2)CC(C)(C)OC3)cc1 | 8 | 1 | 100 | 10 | -1.2 | 17* | -14 | -0.2 | nt
Cc1ccc(S(=O)(=O)c2nc(-c3cccs3)oc2NCCCN(C)C)cc1 | 3 | -3 | 98 | 24 | 0.8 | -1 | -12 | 4.5 | -2
O=C(c1ccco1)N1C(=O)c2cccc3c(S(=O)(=O)N4CCCC4)ccc1c23 | -1 | 1 | 102 | 5 | 2.4 | -18 | 3 | 0.4 | -5
COc1cccc2sc(Nc3nnc(-c4ccccc4Cl)o3)nc12 | -8 | 2 | 107 | 9 | 13 | 3 | -2 | 16 | 2
O=C(NCCc1cccs1)C1CC1 | -6 | 4 | 100 | 7 | 0.0 | -11 | -5 | 0.3 | 0
CCOC(=O)CCCNC(=O)CCNC(=O)c1ccc(OCC(C)C)cc1 | -6 | 17 | 108 | 8 | -0.1 | -17 | 2 | -0.8 | -3
Clc1ccc(-c2csc3ncnc(Cl)c23)cc1 | -3 | 0 | 104 | 20 | -0.2 | -5 | -3 | -1.7 | -1

Compound profiles (already shown). Order of values: OXTR potentiator, MEKK2mut PB1 HTS, MEKK2 WT-MEK5, NALP1 yeast inh, V1aR counter, GPR7 antag, PfM18AAP inh, OXTR agonist, GalR3 antagonist
Entry for Cc1cc(C)cc(NC(=S)NCc2ccc(F)cc2)c1 : -5, -2, 88, 20, 1.4, -4, 10, 0.2, -8
Entry for CCCCCc1c(O)nc(SCCN(CC)CC)[nH]c1=O : -3, 0, 107, 10, -0.3, -6, 0, 0.4, -9

Later entries
SMILES | OXTR potentiator | MEKK2mut PB1 HTS | MEKK2 WT-MEK5 | NALP1 yeast inh | V1aR counter | GPR7 antag | PfM18AAP inh | OXTR agonist | GalR3 antagonist
C=CCC1NS(=O)(=O)O[C@H](CCCC)[C@@H]1O (stereo partly drawn) | -6 | 3 | 102 | 7 | 0.5 | -9 | -5 | -0.3 | -4
O=c1oc(CCO)cc2ccc(C#Cc3ccsc3)cc12 | -7 | nt | nt | nt | 2.9 | nt | nt | 4.7 | -1
Cc1ccc2c(c1)cc(CN(Cc1cccnc1)C(=O)c1ccccc1)c1nnnn12 | 5 | -2 | 98 | -10 | -1.1 | -8 | -18 | -2.6 | -5
Cc1nnc(NC(=O)CCC(=O)N2CCN(S(=O)(=O)c3cc([N+](=O)[O-])ccc3C)CC2)s1 | -4 | nt | nt | nt | 0.7 | nt | nt | -0.3 | -5
CCOC(=O)c1ccc(NC(=S)N(CCN2CCCCCC2)Cc2cccs2)cc1 | -3 | 18 | 135 | 21 | 0.8 | -3 | 3 | -0.6 | -4
CCC(=O)Oc1ccc(/C(CC)=C(\CC)c2ccc(OC(=O)CC)cc2)cc1 | -10 | 3 | 92 | 25 | 1.2 | -6 | 2 | -1.0 | -3
O=C(CSc1nnnn1-c1ccc(F)cc1)Nc1nc2ccccc2s1 | -7 | -4 | 95 | 13 | 1.8 | -11 | -5 | 3.4 | -3
O=C(O)C1CCN(c2c([N+](=O)[O-])cc(C(F)(F)F)cc2[N+](=O)[O-])CC1 | -10 | 0 | 100 | 8 | 1.1 | -16 | 3 | 0.4 | -1
O=C(NCC1CCCCC1)c1cccc(S(=O)(=O)N2CCCC2)c1 | -5 | nt | nt | nt | 0.9 | nt | nt | -0.5 | -5
Fc1ccc2[nH]c3c(N4CCc5ccccc5C4)ncnc3c2c1 | -7 | 2 | 108 | 6 | 11 | 11 | -4 | 17 | -7
NCc1cccc(CNc2ccc([N+](=O)[O-])cc2C(N)=O)c1 | -8 | nt | nt | nt | 0.9 | nt | nt | 1.3 | -2
C#CCOCCOCCOCCNc1nc(N2CCN(C(=O)[C@H](Cc3ccc(O)cc3)n3cc([C@@H](N)CC(C)C)nn3)CC2)nc(N2CCN(C(=O)[C@H](Cc3ccc(O)cc3)n3cc([C@@H](N)CC(C)C)nn3)CC2)n1 | 5 | 69* | 188* | 20 | 1.1 | 31* | 4 | 0.6 | nt
COc1ccc(C(C)C)cc1S(=O)(=O)NCCCn1ccnc1 | 0 | 8 | 127 | 4 | 0.0 | -6 | 5 | 0.3 | -3
CCn1cc(/C=C(\NC(=O)c2ccccc2F)C(=O)NCCCn2ccnc2)c2ccccc21 | 4 | 11 | 111 | -7 | 0.0 | 0 | 3 | -0.4 | 1
O=C(COc1ccc2ccccc2c1Br)Nc1cccnc1 | -14 | 3 | 107 | 8 | 8.0 | 20 | 0 | 5.0 | -6
CC(=O)c1ccc(NC(=O)CN2CCN(CC(=O)Nc3ccc(C(C)=O)cc3)CC2)cc1 | nt | 0 | 100 | 5 | nt | -2 | 0 | nt | -4
Cc1noc(-c2ccccc2)c1NC(=O)Nc1ccccc1 | -5 | -10 | 96 | -11 | 1.5 | -11 | -4 | -0.7 | -3
CCN(CC(=O)Nc1ccc(N2CCOCC2)cc1)C(=O)COc1ccccc1OC | -9 | 1 | 105 | -37 | -0.1 | -16 | 5 | 0.3 | -1
Cc1cc(C)n(C(=O)c2ccc(NC(=O)C3COc4ccccc4O3)cc2)n1 (stereo not drawn) | -12 | 9 | 105 | 1 | 1.1 | -8 | -2 | -0.1 | -4
CC1CCc2nn(CC(=O)NCc3ccc(F)cc3)cc2C1 (stereo not drawn) | -9 | 0 | 96 | 25 | -1.0 | -12 | 0 | -1.3 | 2
CC(=O)c1cccc(NC(=O)CSc2n[nH]c(=O)n2C2CC2)c1 | 3 | nt | nt | nt | 1.1 | nt | nt | 2.0 | 3
O=C(O)Cc1ccc(C(=O)c2ccc(F)cc2)s1 | -6 | 4 | 108 | 0 | 0.1 | 23* | 1 | 0.0 | 5
COc1cc(/C=N/NC(=S)NCc2ccccc2)ccc1OCC#N | -3 | 2 | 100 | 8 | 2.8 | 1 | 8 | 1.3 | 8
CC(C)C(C(=O)NCC1CCCO1)N(Cc1ccco1)C(=O)CNS(=O)(=O)c1ccccc1 (stereo not drawn) | -13 | -7 | 90 | 1 | 0.9 | -11 | 2 | -0.4 | 4
Cc1ccc(NNC(=O)c2c(F)cccc2Cl)cc1Cl | -8 | -26 | 83 | 27 | -0.3 | -2 | 6 | -1.0 | -2
C/C(=N\Nc1cc(Cl)nc(C)n1)c1ccc(C)cc1 | -6 | 4 | 107 | nt | -0.6 | -14 | 0 | -1.4 | -7
O=C(/C=C/c1ccccc1)NNC(=O)c1cccs1 | 1 | -3 | 94 | 1 | 1.8 | -3 | 12 | 1.0 | 1
CCOC(=O)c1cc(-c2ccccc2)sc1NC(=O)CN1C(=O)c2ccccc2C1=O | -5 | 6 | 100 | nt | 0.2 | 0 | -9 | 0.7 | -5
Cc1ccc(CSC(Nc2ccc(F)cc2)=C(C#N)C#N)cc1 | -6 | 0 | 99 | 27 | 8.8 | 11 | -1 | 8.8 | 11
CCOc1ccc(C(=O)NC(=S)Nc2cccnc2)cc1[N+](=O)[O-] | -6 | -2 | 98 | -10 | 0.5 | -3 | 0 | 0.0 | -3
N#CCCN(C(=O)CCl)c1cccc(Cl)c1 | -9 | 6 | 105 | -11 | 0.7 | -13 | 6 | 0.9 | -1
CC(C)Oc1ccccc1C1CC(=O)Nc2c1c(=O)n(C)c(=O)n2C (stereo not drawn) | -1 | nt | nt | 0 | 0.8 | -15 | -14 | 0.6 | nt
CCOC(=O)/C(C#N)=C/Nc1ccccc1OC(F)(F)F | -2 | -11 | 82 | 10 | -1.6 | -21 | -5 | -3.2 | -3
CCc1ccc(NC(=O)CCC(=O)Nc2nnc(C(C)C)s2)cc1 | 2 | 3 | 101 | -2 | 0.5 | -18 | 4 | 0.3 | -7
O=Nc1c(O)n(Cc2ccc(Cl)c(Cl)c2)c2ccccc12 | -16 | -4 | 93 | 1 | -1.6 | -9 | 10 | -2.3 | 0
COc1ccc(N2CCN(CC(=O)NC(=O)NC(C)(C)C)CC2)cc1 | 4 | -2 | 95 | 7 | 3.0 | -7 | 3 | -1.6 | -5
CCOc1ccc(S(=O)(=O)N2CCN(C(=S)NCc3ccccc3)CC2)cc1 | -4 | -13 | 84 | -7 | 4.3 | 1 | -13 | 5.3 | -4
CCOc1ccc(OCCC(=O)NNC(=O)c2ccncc2)cc1 | 2 | nt | nt | nt | 1.1 | nt | nt | 0.4 | -7
